KKLEB tox – counter-screen for CF NF-kB inhibitors: cytotoxicity. KKLEB CF airway cells viability, ATPlite luminescence, overnight; stronger effect = lower value; cells stimulated with P. aeruginosa culture filtrate. activity change (cytotoxicity), % at 5 µM. 360,000 tested, 0.36% active. AID 602141;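 active = corrected activity change at or below -50% at 5 µM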
LRH-1 inv ag – suppresses constitutive activity of human LRH-1 | O00482 | HEK293T StAR-luciferase reporter, LRH-1 transfected, 24 h | inhibition, % at 3.6 µM | 360,000 tested, 0.13% active | AID 602396;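 active = inhibition above the mean inhibition of all tested compounds plus 3 SD, cut at about 73% in these data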;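 note: 0% = DMSO wells and 100% = reporter-only cells lacking LRH-1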
Target sequence (O00482 whole entry, looked up): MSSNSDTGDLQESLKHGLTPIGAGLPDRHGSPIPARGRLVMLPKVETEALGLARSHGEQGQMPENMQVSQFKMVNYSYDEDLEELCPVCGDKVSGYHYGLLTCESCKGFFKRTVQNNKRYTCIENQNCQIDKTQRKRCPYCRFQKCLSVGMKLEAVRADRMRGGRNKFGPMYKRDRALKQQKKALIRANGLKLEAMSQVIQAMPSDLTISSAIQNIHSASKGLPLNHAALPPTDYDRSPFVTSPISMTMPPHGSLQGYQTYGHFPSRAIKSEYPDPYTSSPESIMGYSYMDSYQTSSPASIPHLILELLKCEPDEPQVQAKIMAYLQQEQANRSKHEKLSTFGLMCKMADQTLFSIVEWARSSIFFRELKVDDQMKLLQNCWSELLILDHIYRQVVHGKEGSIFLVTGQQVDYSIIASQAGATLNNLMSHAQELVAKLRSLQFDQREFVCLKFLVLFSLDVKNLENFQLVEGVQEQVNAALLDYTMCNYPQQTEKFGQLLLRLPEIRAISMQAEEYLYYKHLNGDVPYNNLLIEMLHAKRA
C8 TRAIL sens – sensitizes caspase-8 expressing cells to TRAIL. NB7+C8 cells + TRAIL, ATPlite viability luminescence. inhibition (viability loss, TRAIL sensitization), % at 10 µM. 360,000 tested, 1% active;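 active = compounds causing at least 50% loss of cell viability in the single-dose screen, relative to plate controls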
NCOA3 inh – human NCOA3 inhibition; Q9Y6Q9; 360,000 tested, 0.17% active; AID 588352; inhibition, % at 3.6 µM; HEK293 GAL4-SRC3 luciferase reporter, luminescence;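 active = inhibition above a per-campaign cutoff, the mean of all compounds plus 3 SD, cut at about 60% in these data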;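 note: 0% = DMSO-treated cells and 100% = gossypol-treated cells at 36 µM; higher means less SRC3-driven luciferase light from the GAL4 reporter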
CF NFkB block – inhibitors of cystic fibrosis induced NF-kB; KKLEB NF-kB-GFP reporter, PAF-induced, GFP fluorescence overnight; inhibition, % at 5 µM; 360,000 tested, 0.86% active;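 active = at least 50% inhibition at 5 µM, scaled per plate between neutral and stimulator controls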;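 note: PAF is a Pseudomonas aeruginosa culture filtrate used as stimulus; plate controls were PAF-stimulated DMSO wells for no effect and unstimulated DMSO wells for full effect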
TROY NFkB inh – TROY signaling inhibition | Q293 LMP1-TROYcd NF-kB luciferase reporter, 4 h | inhibition, % at 10 µM | 360,000 tested, 0.98% active | AID 1347056;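 active = compounds whose plate-normalised and pattern-corrected inhibition of the luciferase reporter signal at the single screening dose is 50% or more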
COUP-TFII inh – inhibitors of human COUP-TFII (NR2F2) | inhibition, % at 8.6 µM | 370,000 tested, 0.7% active | P24468 | AID 686940 | HEK293T NGFI-A luciferase reporter, luminescence;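 active = inhibition above a per-plate cutoff, mean inhibition of test wells between control levels plus 3 SD, cut at about 38% in these data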;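 note: cells cotransfected with COUP-TFII expression vector driving the NGFI-A reporter; 0% = median of COUP-TF2 test wells and 100% = reporter-only cells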
Target sequence (P24468 whole entry, looked up): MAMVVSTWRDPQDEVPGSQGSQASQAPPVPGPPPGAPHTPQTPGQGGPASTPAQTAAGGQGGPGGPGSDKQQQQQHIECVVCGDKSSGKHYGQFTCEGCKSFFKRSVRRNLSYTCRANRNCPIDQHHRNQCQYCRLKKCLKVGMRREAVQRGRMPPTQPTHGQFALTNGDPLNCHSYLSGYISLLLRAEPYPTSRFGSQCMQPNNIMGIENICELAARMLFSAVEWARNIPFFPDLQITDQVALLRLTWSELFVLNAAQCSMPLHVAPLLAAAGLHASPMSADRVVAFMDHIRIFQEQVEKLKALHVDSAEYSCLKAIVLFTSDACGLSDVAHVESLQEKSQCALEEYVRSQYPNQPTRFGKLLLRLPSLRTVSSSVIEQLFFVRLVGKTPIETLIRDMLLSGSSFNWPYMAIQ
LMP1 NFkB inh – Epstein-Barr LMP1 NF-kappaB reporter inhibition; LMP1-induced NF-kappaB luciferase reporter cells, luminescence; inhibition, % at 12.5 µM; AID 504558; 350,000 tested, 0.69% active; in the data active = inhibition above about 41%; inconclusive = no clear call, values can overlap the other calls;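 note: 0% = neutral control wells and 100% = reference inhibitor control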
TWEAK Fn14 block – inhibitors of TWEAK-Fn14 interaction signaling; TWEAK-stimulated Fn14 reporter cells, luciferase luminescence, 8 h; inhibition, % at 10 µM; 360,000 tested, 2% active; AID 1159606; in the data active = inhibition above about 50%
SRC1 inh – human NCOA1 inhibition | Q15788 | HEK293 GAL4-SRC1 luciferase reporter, luminescence | inhibition, % at 3.6 µM | 360,000 tested, 0.12% active | AID 588354;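 active = inhibition above the campaign mean plus 3 SD, with each screening campaign given its own cutoff, cut at about 60% in these data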;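 note: 0% = DMSO treated cells and 100% = gossypol at 36 µM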
Shn3 inh set2 – reduces Shn3 3'UTR luciferase signal in osteoblasts | inhibition, % at 12.5 µM | 360,000 tested, 0.52% active | Clone20 osteoblast Shn3 3'UTR firefly luciferase, 24 h;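 active = mean inhibition of at least 75% with every replicate also reaching 75%; inconclusive = mean inhibition at least 75% but some replicate below; inactive = mean inhibition below 75%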;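 note: 0% = median of neutral control wells and 100% = pilot-screen positive control compound; some compounds past the cut are filed as inactive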
Numbers without * were called inactive; ? = inconclusive; . = not tested or not shown; & = joins results of further samples.

item	structure	SRC1 inh	TWEAK Fn14 block	KKLEB tox	LRH-1 inv ag	LMP1 NFkB inh	COUP-TFII inh	NCOA3 inh	Shn3 inh set2	CF NFkB block	TROY NFkB inh	C8 TRAIL sens
1	COC(=O)c1cc(S(=O)(=O)NCC2CCN(CCc3cccs3)CC2)cn1C	24	21	-4	-11	2	8	-3	-8	21	-36	5
2	Cc1nn(-c2ccccc2)c(C)c1NC(=O)COC(=O)CCOc1ccccc1	-5	8	4	-3	1	9	-4	0	-6	-2	-10
3	NC(=O)C1CCN(C(c2ccccc2F)c2nnnn2Cc2ccco2)CC1 (stereo not given)	-9	1	2	10	1	-11	8	-10	1	-9	-6
4	COc1ccc(-c2nnc(NC(=O)Cc3ccccc3)o2)cc1	-6	17	4	-7	3	-7	-2	-2	-8	-11	6
5	COc1ccc(NC(C)=O)cc1NC(=O)CN1CCN(CC(=O)Nc2ccccc2Cl)CC1	-12	10	1	9	6	17	14	15	0	-5	-9
6	COc1ccc(C2CC(c3ccc(F)cc3)Nc3nc(N)nn32)cc1OC (stereo not given)	-8	12	-11	-12	-5	-2	12	-3	15	-12	-13
7	CCn1c(CN(C)c2ccccc2)nc2ccccc21	5	26	-2	5	-2	-2	-1	10	-6	11	-9
8	O=c1onc(-c2ccccc2)n1-c1cc(Cl)cc(Cl)c1	-11	-1	7	-8	.	13	1	.	-2	-10	-2
9	O=C(CCC1COc2ccccc2O1)NCC1COc2ccccc2O1 (stereo not given)	3	-2	-11	-2	0	14	-1	4	9	4	-3
10	O=C(CCC(=O)Nc1ccc(F)cc1)N/N=C/c1ccncc1	-10	-6	-6	3	8	-3	5	10	2	-11	1
11	N#C/C(=C\c1ccc(-c2ccc([N+](=O)[O-])cc2)o1)C(=O)Nc1nc(-c2cccs2)cs1	-16	-2	-9	2	-8	-6	2	-5	7	10	5
12	Cc1ccc(C)c2c(N)c3c(nc12)CCCCC3 (tested in a mixture with another compound)	-4	-10	1	6	8	-11	7	8	-4	10	4
13	COc1cc(F)ccc1S(=O)(=O)N1CCN(C23CC4CC(CC(C4)C2)C3)CC1	-29	-8	2	-9	2	8	-18	-5	4	-10	-18
14	NC(=O)C1CCN(C(c2ccccc2Cl)c2nnnn2Cc2ccc3c(c2)OCO3)CC1 (stereo not given)	-5	4	3	-4	-6	0	-10	3	1	11	-4
15	Fc1ccc(NC(=S)N2CCN(c3ncccn3)CC2)cc1	11	5	11	8	-5	-8	6	25	6	-5	-5
16	COc1cc(OC)c2ccc(=O)oc2c1C(CCN1CCOCC1)c1ccc2c(c1)OCO2 (stereo not given)	2	11	-4	11	11	-3	-15	-1	-3	-3	-15
17	CCC[C@@H]1Cc2ccccc2N1C(C)=O	8	-20	1	-26	1	-5	-26	-11	22	-5	-8
18	O=C(CSc1nnc(-c2ccccc2Cl)o1)Nc1ccc2c(c1)OCCO2	-24	-20	5	-59	-24	-11	-16	-20	3	-13	18
19	O=C(CC1C(=O)NCCN1Cc1ccc(Cl)c(F)c1)NC1CCCCC1 (stereo not given)	-22	9	3	-15	3	1	-24	22	-5	-38	-11
20	CCCCCCOc1ccc(N2C(=O)CC(NCc3ccc(S(N)(=O)=O)cc3)C2=O)cc1 (stereo not given)	-9	1	-12	13	4	-11	6	2	5	2	-20
21	O=C(O)C1CCC(NSc2ccccc2[N+](=O)[O-])CC1 (stereo not given)	10	1	15	6	-5	-9	2	8	-34	0	5
22	Cc1cc(C(=O)N2CCCC(C(=O)c3cccc(C(F)(F)F)c3)C2)n[nH]1 (stereo not given)	-11	11	-20	10	2	-4	-5	-14	16	-26	15
23	COc1ccc(C(C(=O)NC2CCCC2)N(C(=O)c2snc(C(N)=O)c2N)c2cccc(O)c2)cc1 (stereo not given)	10	-24	-4	-13	-5	.	-23	-23	-3	-8	14
24	O=C(NCc1ccc2c(c1)OCO2)C1CCCN(S(=O)(=O)c2cccc3cccnc23)C1 (stereo not given)	5	16	-6	2	19	7	8	20	17	8	34
25	Cc1ccc(/C=C2\SC(=S)N(CCCC(=O)Nc3cccc(C(=O)O)c3)C2=O)cc1	-3	-7	0	0	8	10	-33	12	6	-22	10
26	CN(C)C(=S)Nc1ccc(Br)c(Cl)c1	9	3	1	8	2	3	20	6	8	2	-5
27	C[C@@H]1CN([C@@H](C)CO)C(=O)CCCn2nncc2CO[C@H]1CN(C)Cc1ccc(Oc2ccccc2)cc1	-24	-1	-5	6	8	10	-8	5	16	0	-13
28	CCOc1ccc(N(C(=O)Nc2ccccc2)C2=NCCC2)cc1	3	11	-4	-22	3	-24	0	-37	12	-8	-1
29	Cc1cccc(N2CCN(C(=O)c3c(Cl)cnn3C)CC2)c1C	-10	6	14	-3	7	0	0	12	-1	16	-9
30	COc1cccc(NS(=O)(=O)c2cn(C)c(=O)n(C)c2=O)c1	3	-6	-10	18	-3	7	16	-25	7	13	13
31	O=C(COC(=O)[C@@H]1CCCN1S(=O)(=O)c1ccccc1F)Nc1ccc(OC(F)F)cc1	-32	-5	-2	16	-7	-21	-4	3	3	2	-1
32	Fc1ccc(CSc2ccc(-c3ccco3)nn2)cc1	-46	-36	-6	-41	-15	-22	-34	-76	-13	-47	27
33	O=C(CC1SC(=Nc2ccccc2)N(CCO)C1=O)Nc1ccccc1 (stereo not given)	7	11	5	-18	3	-17	-2	-9	-23	8	-3
34	COc1ccc(CNCc2c(C(=O)N(C)C)nc3ccc(Cl)cn23)c(OC)c1	-26	6	13	5	13	-19	-2	0	-20	11	6
35	O=[N+]([O-])c1cc(C(F)(F)F)cc([N+](=O)[O-])c1NCCNC(=S)Nc1ccc(Cl)c(Cl)c1	-4	22	-29	11	1	7	20	.	42	58*	1
36	O=S(=O)(Nc1ccc(C(O)(C(F)(F)F)C(F)(F)F)cc1)c1cccc2cccnc12	-6	6	12	2	.	-8	11	-1	13	0	17
37	Cc1ccc(NC(=S)Nc2cc(-c3ccccc3)[nH]n2)cc1Cl	-21	-18	8	-23	-11	-2	-7	17	-20	36	-2
38	COC(=O)Cc1c(O)ccn(Cc2cccc(C(F)(F)F)c2)c1=O	-19	11	9	16	5	9	25	-12	-8	-10	7
39	C/C(=N\OC(=O)C1CC1)C1CC1c1ccc(F)cc1 (stereo not given)	10	11	3	1	9	-3	6	-9	14	-7	8
40	Cc1ccc(S(=O)(=O)NC2CC3CCC2C3)cc1 (stereo not given)	-3	-7	-4	0	.	15	9	21	-4	7	-10
41	Cc1ccc2cc(C#N)c(NCc3ccco3)nc2c1	-56	-1	8	-26	5	-5	-5	33	-12	-12	-6
42	CCOc1ccc(C(C)=O)cc1CC(C(N)=O)C(N)=O	-9	-3	-4	7	5	-3	-29	11	15	18	-3
43	COc1ccc(CN2C(=O)C(CC(=O)NCCCCc3ccccc3)CC(C(=O)N(C(C)C)C(C)C)=C2C)cc1 (stereo not given)	9	11	10	15	8	10	12	15	-2	4	-9
44	CC1(C(=O)O)CCC(C(=O)NCCc2ccccc2)C1(C)C (stereo not given)	-5	-14	14	14	3	-7	8	-1	-5	-17	-6
45	O=C(O)c1cc2c(cc1NC(=O)c1c(F)cccc1Cl)OCCCO2	20	6	6	17	1	-1	-10	21	1	15	4
46	O=C(N/N=C/c1sc2ccccc2c1O)c1ccccc1	-42	27	-8	48	22	.	21	77	2	30	53*
47	CCOc1ccc(C(=O)NCC(c2cccs2)N(C)C)cc1 (stereo not given)	-1	4	2	-14	-9	-15	-21	9	-5	-28	-7
48	Cc1cc([N+](=O)[O-])ccc1P(=O)(O)c1ccc([N+](=O)[O-])cc1C	0	0	-5	12	-1	-12	3	16	-7	-2	-9
49	COc1ncc(-c2ccc(N3C(c4ccsc4)=Cc4ccc(F)cc4C3CC(=O)c3ccco3)cc2)cn1 (stereo not given)	.	12	.	-16	.	0	.	.	.	-1	2
50	C1=C(c2ccccc2)CCN(c2nc3ccccc3n3cnnc23)C1	-1	13	-7	24	-8	-1	-4	-9	-12	26	-1
51	CCC(=O)NS(=O)(=O)c1cccnc1Nc1ccc(Cl)cc1	-9	3	3	13	5	6	-12	-8	13	4	16
52	CC(C)[C@H](NC(N)=O)C(=O)Nc1ccc(F)c(Cl)c1	-8	-7	-2	-15	-6	10	23	-6	1	1	-14
53	Cc1ccccc1CN1CCC(Oc2ccc(C(=O)N3CCCC3)cc2)CC1	8	-8	7	-10	6	5	-7	-1	-14	3	14
54	CCOC(=O)C1(C(F)(F)F)N=C(N(C)C)OC(N(C)C)=N1	-1	6	8	-1	-6	-17	23	-7	-6	6	-36
55	COc1cc2c(C#N)c(N3CCCC3)nc(N)c2c(N)n1	7&-10	13&29	-2&-11	-8&9	2&-1	11&3	2&15	-3&-3	-11&6	-6&10	-8&-10
56	CC(C)(C)C1(C)OC(C(=O)NC2CCCCC2)C(C(=O)NC2CCCCC2)O1 (stereo not given)	13	-19	-4	9	-3	8	2	17	21	-39	0

New compounds follow:
item	structure	SRC1 inh	TWEAK Fn14 block	KKLEB tox	LRH-1 inv ag	LMP1 NFkB inh	COUP-TFII inh	NCOA3 inh	Shn3 inh set2	CF NFkB block	TROY NFkB inh	C8 TRAIL sens
57	Cc1nnc(SCC(=O)N2CCC(c3noc4ccc(F)cc34)CC2)s1	62*	68*	-14	21	?	49*	63*	28	64*	40	-5
58	CCOC(=O)CSC1=C(C#N)C(c2ccccc2C)C2=C(CCCC2=O)N1 (stereo not given)	16	-1	-8	8	-7	18	5	6	4	8	4
59	CCc1nnc(NS(=O)(=O)c2ccc(NC(=O)c3cccc(OC(F)(F)C(F)F)c3)cc2)s1	0	-2	2	-20	-3	-19	7	18	0	13	-18
60	COC(=O)c1ccccc1NC(=O)CSCC(=O)Nc1ccccc1OC	-1	-1	21	-5	-16	-3	7	2	-15	-9	4
61	CCCOn1c(-n2nc(C)cc2C)nc2ccccc2c1=O	-10	2	-16	-23	0	3	1	-10	-3	-3	-2
62	CC1=C(NCCc2ccccc2)CCC1=O	-19	-2	-14	13	-3	-11	35	-1	4	-25	5
63	CCOP(=O)(OCC)C(NC(=O)C(F)(F)F)c1ccccc1 (stereo not given)	-3	8	5	-13	-1	-18	4	2	-10	63*	-9
64	C[C@H](CO)N1C[C@H](C)[C@H](CN(C)Cc2cncnc2)Oc2cc(Br)ccc2S1(=O)=O	8	0	-16	-9	6	8	-24	-4	-30	12	4
65	Cc1ccnn1CC(=O)N/N=C/c1cn[nH]c1-c1ccccc1	14	-7	3	8	-8	12	17	13	-6	-3	-24
66	CCN(CC)CCN1CCN(c2cncc(-c3ccc4ccccc4c3)n2)CC1	-19	-28	-12	-2	.	-12	-4	-23	-8	-12	29
67	Cc1cc(C)n(CCC(=O)Nc2ccc(-c3ccno3)cc2)n1	3	0	18	-19	2	2	6	-11	-30	-11	-4

Source: PubChem

Only part of the results is shown; count on the stated rates, not on these rows.
